Assay outcomes (PubChem)
FAK blocker – FAK (human) kinase inhibition; Q05397; biochemical FAK kinase activity assay; inhibition, %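 (tested at 7 µM)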; 97,000 tested, 0.84% active; AID 727; in the data active = inhibition above about 19%;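 also: 0% = DMSO and 100% = reference compound high control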
Mac1 fbg enh – enhancers of human CD11b/CD18 binding to fibrinogen; P05107+P11215; K562 CD11b/CD18 adhesion to fibrinogen, ATPlite luminescence; 93,000 tested, 0.07% active; activation, % at 10 µM;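 active = 10 µM primary screen giving 50% or more activity, confirmed by 40% or more on retest at that dose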; also: strong numbers were not always called active; reference of the scale not given here
Ecoli WT expand – E. coli BW25113 growth inhibition, expanded screen. OD600 absorbance. growth inhibition, % at 100 µM. 98,000 tested, 0.15% active. AID 710;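 active = growth inhibition above about 50% at one test dose, limit read from the data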;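 also: growth measured after 20 h incubation at 37 °C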
Mac1 fbg inh – inhibitors of human CD11b/CD18 binding to fibrinogen; K562 CD11b/CD18 adhesion to fibrinogen, ATPlite luminescence; Mn2+ added to activate the integrin; AID 1497; P05107+P11215; 93,000 tested, 0.54% active; inhibition, % at 10 µM;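 active = primary inhibition of 50% or more at 10 µM, then 40% or more on retest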; also: some results filed as inactive read as strong as hits
ERa coact pot – enhances coactivator binding to human estrogen receptor alpha; AID 639; P03372; 86,000 tested, 1.3% active; coactivator binding (% of control), % at 25.6 µM; TR-FRET ERalpha-LBD/SRC-Cy5 coactivator binding, 2 h; 100 = basal binding, no effect; in the data active = activity above about 200%;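 also: binding measured in presence of low estradiol as agonist stimulus; 0% = peptide alone without receptor and 100% = receptor with peptide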
ERa coact inh – blocks coactivator binding to human estrogen receptor alpha | 86,000 tested, 1.7% active | AID 629 | inhibition, % at 25.6 µM | TR-FRET ER-alpha LBD / SRC-1 peptide, estradiol-bound | P03372; in the data active = inhibition above about 50%;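 also: 0% = receptor plus peptide control and 100% = peptide only without receptor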
ERb coact inh – blocks coactivator binding to human estrogen receptor beta | inhibition, % at 25.6 µM | Q92731 | AID 633 | 86,000 tested, 1.3% active | TR-FRET ER-beta LBD / SRC1-Cy5 peptide binding; receptor agonist-loaded with 1 µM estradiol;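 active = compounds whose percent inhibition of the receptor-coactivator binding signal exceeds about 50% in the single-dose screen, limit read from the data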;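 also: 0% = receptor plus peptide wells without compound and 100% = peptide-only wells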
Target sequence (Q92731 whole entry, looked up, the tested form may be a part): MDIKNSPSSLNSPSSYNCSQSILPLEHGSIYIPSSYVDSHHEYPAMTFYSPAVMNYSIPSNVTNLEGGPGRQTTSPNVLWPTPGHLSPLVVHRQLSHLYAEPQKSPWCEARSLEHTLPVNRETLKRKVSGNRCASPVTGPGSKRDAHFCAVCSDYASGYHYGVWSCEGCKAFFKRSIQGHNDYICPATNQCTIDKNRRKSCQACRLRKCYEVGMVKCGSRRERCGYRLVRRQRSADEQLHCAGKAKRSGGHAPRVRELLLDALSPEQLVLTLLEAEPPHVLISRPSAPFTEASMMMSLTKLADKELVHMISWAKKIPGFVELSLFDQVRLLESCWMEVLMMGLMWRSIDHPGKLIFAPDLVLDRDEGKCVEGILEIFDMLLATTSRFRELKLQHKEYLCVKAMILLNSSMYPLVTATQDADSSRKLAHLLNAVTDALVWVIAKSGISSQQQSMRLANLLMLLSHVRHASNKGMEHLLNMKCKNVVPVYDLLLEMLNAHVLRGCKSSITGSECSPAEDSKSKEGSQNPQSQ
PLAP activator – human PLAP activation. P05187. purified PLAP enzyme, luminescent substrate read-out; hits give high values. activation fold at 20 µM. 96,000 tested, 1.2% active; in the data active = activation fold above about 2
Target sequence (P05187 whole entry, looked up): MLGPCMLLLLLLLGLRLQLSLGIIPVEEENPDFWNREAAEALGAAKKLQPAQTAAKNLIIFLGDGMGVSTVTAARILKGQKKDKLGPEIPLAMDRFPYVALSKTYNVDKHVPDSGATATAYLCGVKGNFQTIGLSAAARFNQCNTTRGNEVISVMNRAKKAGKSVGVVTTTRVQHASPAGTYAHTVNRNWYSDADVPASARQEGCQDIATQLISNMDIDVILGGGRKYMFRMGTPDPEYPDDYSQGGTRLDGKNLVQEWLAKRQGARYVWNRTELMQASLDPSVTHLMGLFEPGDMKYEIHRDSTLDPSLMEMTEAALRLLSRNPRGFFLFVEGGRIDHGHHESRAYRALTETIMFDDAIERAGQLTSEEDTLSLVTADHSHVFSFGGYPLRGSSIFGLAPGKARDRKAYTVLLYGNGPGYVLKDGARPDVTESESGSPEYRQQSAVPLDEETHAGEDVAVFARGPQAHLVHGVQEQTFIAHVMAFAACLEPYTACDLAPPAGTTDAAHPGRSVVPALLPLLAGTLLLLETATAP
MT1-MMP txn act – MT1-MMP promoter transcription activation. HT1080 MT1-MMP promoter luciferase reporter, luminescence, overnight; hits give high values. activation factor at 10 µM. 86,000 tested, 0.16% active;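 active = activation factor of at least 2 for MT1-MMP transcription at 10 µM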
* hit, by the source's call; / = not tested or not shown; [ ] = another dose, or the depositor's remark.

SMILES	FAK blocker	Mac1 fbg enh	Ecoli WT expand	Mac1 fbg inh	ERa coact pot	ERa coact inh	ERb coact inh	PLAP activator	MT1-MMP txn act
O=C(CSc1nnc(SCc2ccc(Cl)cc2)s1)N1CCN(C(=O)c2ccco2)CC1	-2	1	-7	5	/	/	/	1	/
CSc1sc2ccccc2[n+]1CCCS(=O)(=O)[O-]	10	-2	0	-5	/	/	/	0.9	/
COC(=O)c1ccc(NC(=O)COc2ccc(S(=O)(=O)NC(C)C)cc2)cc1	2	-2	2	-5	99	-22	-11[fluorescence artefact?]	0.9	1.2
O=C1CC(NCc2ccco2)C(=O)N1CCc1ccccc1 (stereo unspecified)	/	-4	-3	-12	/	/	/	1.2	1
CCCCNC(=O)Cn1cnc2c(cnn2-c2ccc(C)c(C)c2)c1=O	-3	5	3	52	106	15[fluorescence artefact?]	15[fluorescence artefact?]	1.1	1
Cc1ccc(Nc2nc(N)nc(CSc3nc(C)cc(C)n3)n2)cc1	0	2	4	3	90	1	19[fluorescence artefact?]	0.9	/
Cc1c(C(=O)NC2CCCc3ccccc32)oc2ccc(S(=O)(=O)N3CCOCC3)cc12 (stereo unspecified)	-4	57*	-11	8	118	10	19[fluorescence artefact?]	1	/
Cn1c(SCC(=O)NNC(=O)Cc2ccccc2)nnc1-c1ccc(Cl)cc1	2	0	-2	-37	/	/	/	1.6	/
C=CCC(NCCCO)c1cccc(OC)c1OC (stereo unspecified)	-1	9	-4	-18	98	2[fluorescence artefact?]	-1[fluorescence artefact?]	1.1	1.2
CCCCNS(=O)(=O)c1ccc(NS(=O)(=O)c2c(C)cc(C)cc2C)cc1	1	-3	-8	-20	73	10	8	1.7	1.1
CCC(=O)N1CCN(c2ccccc2NC(=O)c2ccc(OC)c(Cl)c2)CC1	3	-3	-14	-4	90	-11	-2	1.9	1.1
CCN(CC)C(=O)c1ccc(CS(=O)(=O)c2ccc(OC)cc2)o1	-2	/	5	/	100	-2	6[fluorescence artefact?]	/	/
Cc1c(NC(=O)c2cc(CC(C)C)on2)c(=O)n(-c2ccccc2)n1C	-1	-3	-3	3	110	-7	-1	1	/
N#Cc1nc(-c2cccs2)oc1N1CCOCC1	-1	-2	1	-19	112[fluorescence artefact?]	0	-3	0.9	1.1
COC(=O)c1ccc2c(=O)n(CCN3CCOCC3)c(SCC(=O)NC3CCCCC3)nc2c1	/	/	/	/	90	7	0	/	1.1
O=C(NCCc1ccccc1)C(=O)N/N=C/c1ccccc1C(F)(F)F	-1	26	-1	-5	103	-12	-6	0.7	1
O=C(Cn1c(=O)[nH]c2ccsc2c1=O)N1CCN(c2ccc(F)cc2)CC1	-5	/	-10	/	86	-18[fluorescence artefact?]	2	/	1.1
CCC1CCCCN1C(=O)c1cc2cc(Br)ccc2oc1=O (stereo unspecified)	1	0	3	-4	98	-8	0	1	1
CCOC(=O)c1ccc(COC(=O)c2cc(=O)[nH]c3ccccc23)o1	0	6	-9	-5	105	-18	-24[fluorescence artefact?]	1.1	1
CCN1C(=O)/C(=C\c2cccs2)C(C(=O)OC)=C1C	-2	1	-1	-1	128[fluorescence artefact?]	-8[fluorescence artefact?]	-6	0.7	0.9
O=C(COc1ccc(Cl)cc1)Nc1cnn(Cc2c(Cl)cccc2Cl)c1	-2	1	-6	-13	/	/	/	1	/
CCc1ccc(CCC(=O)Nc2ccc(OC)cc2)o1	2	/	/	/	98	-33	-20	/	1.2
COc1ccccc1C1C(C(=O)NCc2ccccc2)=C(C)Nc2ncnn21 (stereo unspecified)	/	-1	-1	8	116	-7	-9	0.9	1.1
COCCn1c(SCC(=O)Nc2nnc(C)s2)nnc1-c1ccncc1	1	0	4	-30	115	10	-9	1	1
Cc1oc2cc(OCC(=O)O)ccc2c(=O)c1Oc1ccccc1	-2	0	-12	5	82	3	31[fluorescence artefact?]	1	/
New compounds follow
SMILES	FAK blocker	Mac1 fbg enh	Ecoli WT expand	Mac1 fbg inh	ERa coact pot	ERa coact inh	ERb coact inh	PLAP activator	MT1-MMP txn act
c1ccc2sc(-c3ccc4c(c3)OCO4)nc2c1	-5	-3	6	20	105[fluorescence artefact?]	-8	-6	0.8	0.8
O=C(CC1CCCCC1)Nc1c2c(nn1-c1ccc(F)cc1)CS(=O)(=O)C2	0	-1	-8	-32	111	4[fluorescence artefact?]	-3[fluorescence artefact?]	1	1.1
CCOC(=O)CCSCC(=O)Nc1nnc(C)s1	11	0	5	-7	/	/	/	1.1	1.1
CC1(C)CC(=O)C(=Cc2cn(-c3ccccc3)nc2-c2ccc(Cl)cc2)C(=O)C1	-3	2	0	2	/	/	/	1	/
Cc1csc2nc3ccccc3c(=O)n12	3	-1	3	8	108	-15	-25	0.9	1.2
C=CCNC(=O)C1CC(=O)N(c2ccc(OCC(=O)NCc3ccccc3)cc2)C1 (stereo unspecified)	-1	-6	3	-5	119	-9	-11	0.8	1
CCc1ccc(N(CC)c2ncnc3nc[nH]c23)cc1	/	-3	7	2	121[fluorescence artefact?]	-3	0[fluorescence artefact?]	2*	1.2
Cc1cc(C)c(C#N)c(SCC(=O)CC(=O)OC(C)C)n1	/	-1	-3	-1	106	2	-3	1.1	1.1
CSc1ccc(CCNC(=O)C2CCN(c3nnc(-n4cccc4)s3)CC2)cc1	6	63	-3	-26	95	12	8	1.1	/
Brc1ccc(-c2cnnc(N3CCCC3)n2)cc1	2	-1	-3	-17	108	5	-4	1.3	1.1
O=S(=O)(c1cccc2nsnc12)N1CCOCC1	0	-1	-1	6	121	-10	-6	1.2	0.9
O=S(=O)(NCCSc1ccc(Cl)cc1)c1ccc2c(c1)OCCO2	1	-3	-8	70	101	-2	4	1	1.1
O=c1[nH]c(-c2ccc(Cl)cc2)nc2c1cnn2-c1ccccc1	4	-2	0	-48	106[fluorescence artefact?]	-31	-11[fluorescence artefact?]	1.1	1
COc1ccc(-n2c(-c3ccccc3)nc(=S)c3c2CCCC3)cc1	-6	6	2	-6	/	/	/	1	/
CCc1[nH]c(C)c(C(C)=O)c1C	2	4	8	-10	129	-12	-11	1.1	1.3
COCCOC(=O)c1c(C)oc2ccc(O)c(CN3CCC(C)CC3)c12	/	-4	1	-5	108	-3	1	1.2	1.1
Fc1cccc2sc(Nc3nnc(-c4ccccc4)o3)nc12	-10	/	-20	/	92	17	7[fluorescence artefact?]	/	1.4
COc1cc(OC)c(C2C3=C(CCCC3=O)Nc3nc4ccccc4n32)cc1OC (stereo unspecified)	/	-2	-5	-10	103	-6	1	1	1.2
CCOC(=O)c1cc(C)n(-n2cnnc2)c1C	-1	-2	-5	14	129	-2	-5	1.1	1.2
NS(=O)(=O)c1ccc(CCNc2ncnc3sccc23)cc1	11	-4	6	82	81	10	8	1.4	1.1
O=C(CSc1ccc2nnc(-c3ccncc3)n2n1)Nc1ccc2c(c1)OCCO2	-6	4	0	-4	90	-3	9	0.8	/
O=C(O)CC(c1ccc(Cl)cc1)N1C(=O)CCC1=O (stereo unspecified)	-5	-2	5	-9	120	-6	-5	1	1.1
COc1ccc2c(c1)C(=NO)c1cc(OC)ccc1-2	/	/	3	/	102[fluorescence artefact?]	-12	-7	1.3	1.1
Cn1c(=O)c2c(SCc3cccnc3)nc(CC(C)(C)C)nc2n(C)c1=O	8	4	-18	-6	44[fluorescence artefact?]	-6	-18	1.5	1.3
CCc1ccc(C(C)NC(=O)Cn2cnc3c(=O)n(C)c(=O)n(C)c32)cc1 (stereo unspecified)	-1	/	/	/	70	-3[fluorescence artefact?]	-2	/	/

Part of the list above in a different format.
Values run as follows: FAK blocker, Mac1 fbg enh, Ecoli WT expand, Mac1 fbg inh, ERa coact pot, ERa coact inh, ERb coact inh, PLAP activator, MT1-MMP txn act
- CCc1ccc(N(CC)c2ncnc3nc[nH]c23)cc1
    /, -3, 7, 2, 121[fluorescence artefact?], -3, 0[fluorescence artefact?], 2*, 1.2
- Cc1cc(C)c(C#N)c(SCC(=O)CC(=O)OC(C)C)n1
    /, -1, -3, -1, 106, 2, -3, 1.1, 1.1
- CSc1ccc(CCNC(=O)C2CCN(c3nnc(-n4cccc4)s3)CC2)cc1
    6, 63, -3, -26, 95, 12, 8, 1.1, /
- Brc1ccc(-c2cnnc(N3CCCC3)n2)cc1
    2, -1, -3, -17, 108, 5, -4, 1.3, 1.1
- O=S(=O)(c1cccc2nsnc12)N1CCOCC1
    0, -1, -1, 6, 121, -10, -6, 1.2, 0.9

The list continues.
SMILES	FAK blocker	Mac1 fbg enh	Ecoli WT expand	Mac1 fbg inh	ERa coact pot	ERa coact inh	ERb coact inh	PLAP activator	MT1-MMP txn act
CC1CCN(S(=O)(=O)c2ccc3ccccc3c2)CC1	1	-2	6	-1	87	2	11	0.5	1.1
C=CCn1c(=NC(=O)C2CC2)sc2cc(NC(C)=O)ccc21	1	4	3	9	90[fluorescence artefact?]	3[fluorescence artefact?]	-1[fluorescence artefact?]	0.9	1.3
CCCCNC(=O)c1c(C)cc(=O)oc1C	-3	-2	5	-11	108	-6	-3	0.9	1.1
COC(=O)c1cccc(OCC(O)Cn2ccnc2)c1 (stereo unspecified)	/	-1	8	-6	128	-6	0	0.8	1.1
CCn1c(C)nc2c(=O)oc3ccccc3c21	2	0	0	17	112	-2	-4	1.2	1.1
Cc1cc(=O)oc(C)c1C(=O)O	-3	-4	4	2	118	-9	-8	0.8	1.2
COc1cccc(-c2nc3n(n2)C(c2ccccc2Cl)C(C(N)=O)=C(C)N3)c1 (stereo unspecified)	3	/	0	/	114	14[fluorescence artefact?]	24[fluorescence artefact?]	/	1.3
O=C(CSCCNS(=O)(=O)c1ccccc1)Nc1ccccc1	-1	-4	4	-10	125	8[fluorescence artefact?]	2[fluorescence artefact?]	0.8	1
COc1ccc(OCCC(=O)OCC(=O)NC(=O)NC(C)C)cc1	-6	-2	23	5	/	/	/	1.1	/
COc1ccc(S(=O)(=O)N2CCCC(C(=O)NCc3ccncc3)C2)cc1 (stereo unspecified)	-4	0	-4	-2	105	2	0	1.4	1.5
CC(CCc1ccccc1)NC(=O)CN1CCN(Cc2ccccc2)C1=O (stereo unspecified)	-7	-2	-2	-4	108	3	-6	1	1.2
O=C(Nc1ccccc1)c1ccc(S(=O)(=O)N2CCOCC2)cc1	0	0	0	1	104	2	8	0.8	1
CCCC(=O)N(CCc1ccc(OC)cc1)Cc1nc2ccccc2c(=O)[nH]1	-1	-4	4	8	98	-7	0	1.1	1.2
Cc1cc(C)nc(Nc2n[nH]c(COc3cccc4ccccc34)n2)n1	0	-4	-2	-14	99	-1	-9	0.9	1.1
O=C(O)CCN(CCC(=O)O)c1nnc(SCc2ccccc2)s1	-1	-2	-3	20	93	-2	-14	1.3	1.1
CCOC(=O)N(CC)OC(=O)Nc1ccc(Cl)cc1	1	-5	12	-2	97	11[fluorescence artefact?]	2[fluorescence artefact?]	1	1
COc1ccc(-c2cc(C(=O)N3CCN(C(c4ccccc4)c4ccccc4)CC3)no2)cc1	0	1	-18	-10	88	-4	0	1	1.2
O=C(O)C(Cc1ccccc1)N1Cc2ccccc2C1=O (stereo unspecified)	-3	9	5	-20	111	11	-7	1.2	1.1
Cc1cc(C)cc(NC(=O)Cn2c(=O)oc3cc(S(=O)(=O)N4CC(C)CC(C)C4)ccc32)c1 (stereo unspecified)	-4	4	-4	7	141	-1	2	1.5	/
Cc1noc(C)c1COC(=O)c1ccccc1Oc1ccccc1	6	0	6	-11	107	2[fluorescence artefact?]	-8[fluorescence artefact?]	1.3	1.2
O=C1c2ccccc2C(=O)N1OCCOCCOCCBr	4	-1	9	-12	/	/	/	1	/
Cn1cc(CNC(=O)Nc2ccc3c(c2)OCO3)cn1	1	-1	-1	-24	107	-36	-21	1	/
Cc1cccc(Cn2c(=O)n(Cc3ccco3)c(=O)c3ccccc32)c1	3	0	-17	-31	106	-5	-2	0.9	1.2
O=C(CSc1nnc(-c2ccncc2)n1-c1ccccc1)N1CCN(c2ccc(Cl)cc2)CC1	2	-2	-16	-10	123	-1	2[fluorescence artefact?]	0.8	1.1
Fc1ccc2c(c1)C(c1ccncc1)=NNC(c1cccnc1)=N2	-6	4	2	-3	/	/	/	1	/
